Kir21 inh – blocks the mouse Kir2.1 inward-rectifier potassium channel; P35561; HEK293-Kir2.1, FluxOR thallium flux fluorescence; stronger effect = lower value; B-score at 10 µM; 310,000 tested, 0.85% active; AID 1672;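 active = fluorescence ratio B-score at or below minus 3 SD of library scores, with starting-brightness B-score within 2 SD, cut at about -4.2 in these data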;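 note: channel flux triggered by added potassium and thallium sulfate stimulus; B-score of peak minus minimum fluorescence over baseline after thallium stimulus; more negative B-score means stronger Kir2.1 block with less thallium influx; some compounds called inactive have numbers as strong as hits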
KCNQ2 inh – KCNQ2 channel blockers in CHO-K1 cells – cell-based, FluxOR thallium flux, B-score, primary screen (AID 2156); 310,000 tested, 1.1% active; B-score at 10 µM; O88943; 20 min; stronger effect = lower value;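 active = fluorescence ratio B-score at most minus 3 library SDs, with starting brightness B-score within 2 library SDs, cut at about -5.5 in these data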
Target sequence (O88943 whole entry, looked up): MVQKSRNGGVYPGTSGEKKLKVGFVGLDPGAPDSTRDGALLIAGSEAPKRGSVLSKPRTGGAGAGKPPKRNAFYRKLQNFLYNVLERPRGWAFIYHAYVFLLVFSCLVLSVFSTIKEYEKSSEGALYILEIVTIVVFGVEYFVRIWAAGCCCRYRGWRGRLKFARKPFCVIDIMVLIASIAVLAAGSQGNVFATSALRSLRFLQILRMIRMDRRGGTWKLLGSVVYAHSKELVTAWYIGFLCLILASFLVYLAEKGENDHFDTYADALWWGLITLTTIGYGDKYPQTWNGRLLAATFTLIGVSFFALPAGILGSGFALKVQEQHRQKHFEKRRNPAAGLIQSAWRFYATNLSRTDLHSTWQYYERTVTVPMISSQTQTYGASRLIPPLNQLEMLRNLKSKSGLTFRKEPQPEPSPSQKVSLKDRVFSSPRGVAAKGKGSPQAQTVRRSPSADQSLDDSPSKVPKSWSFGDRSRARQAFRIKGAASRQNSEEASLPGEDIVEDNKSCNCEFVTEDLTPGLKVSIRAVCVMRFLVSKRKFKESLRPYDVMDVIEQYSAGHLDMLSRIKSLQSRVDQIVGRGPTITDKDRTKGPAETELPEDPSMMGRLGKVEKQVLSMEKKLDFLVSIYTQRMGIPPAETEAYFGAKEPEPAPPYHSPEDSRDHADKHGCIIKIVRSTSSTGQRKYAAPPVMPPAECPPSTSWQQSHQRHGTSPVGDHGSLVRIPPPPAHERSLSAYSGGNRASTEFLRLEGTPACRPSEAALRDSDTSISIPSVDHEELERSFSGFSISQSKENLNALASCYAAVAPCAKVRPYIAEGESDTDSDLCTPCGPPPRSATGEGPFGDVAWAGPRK
* hit, by the source's call; i = inactive.

entry | SMILES | KCNQ2 inh | Kir21 inh
1 | COc1ccccc1NC(=O)COC(=O)c1ccccc1C(=O)N1CCN(c2ccccc2)CC1 | i | -0.04
2 | Cc1ccc(C)c(NC(=O)C2CC(=O)N(C3CCCCC3)C2)c1 (stereo not given) | i | 1.4
3 | CCCCc1nc(S(=O)(=O)c2ccc(Cl)cc2)c(N2CCOCC2)o1 | i | 1.2
4 | CCOc1cc(C=O)ccc1OCCSc1ccc(Cl)cc1 | i | -0.14
5 | Cc1ccc(OCC(=O)NCCCNC(=O)c2ccco2)cc1C | i | 0.47
6 | CCCC(=O)c1ccc2c(c1)OCCO2 | i | 0.06
7 | COCCN(C(=O)COC(=O)CCn1c(C)csc1=O)c1c(N)n(Cc2ccccc2)c(=O)[nH]c1=O | i | -1.7
8 | COc1ccc(CCN(C)C(=O)c2oc3ccccc3c2C)cc1OC | i | -6.5*
9 | Cc1nn(Cc2cccc(C(=O)NC34CC5CC(CC(C5)C3)C4)c2)c(C)c1Br | i | 0.16
10 | O=S(=O)(ON(c1ccccc1)S(=O)(=O)c1ccccc1)c1ccccc1 | i | -1.4
11 | O=C(Sc1nnnn1C1CCCCC1)c1cccs1 | i | -0.02
12 | Cc1ccc(Cl)cc1NC(=O)C(NS(=O)(=O)c1cccs1)c1ccccc1 (stereo not given) | i | 0.71
13 | CSc1cccc(NC(=O)CN(c2ccc(C)cc2C)S(C)(=O)=O)c1 | i | -0.43
14 | COc1ccc(C(=O)NNC(=O)CN2CCN(c3nc(-c4ccccc4)cs3)CC2)cc1 | i | -0.02
15 | O=[N+]([O-])c1cccc(-c2nnc(-c3ccc4c(c3)OCO4)o2)c1 | i | 1.1
16 | COc1ccc(NC(=O)CSc2nnc(Cc3cccs3)n2-c2ccc(C)cc2)cc1 | i | -1
17 | CCN(CC)c1ccc(C(=O)NC(=S)N2CCN(Cc3ccc4c(c3)OCO4)CC2)cc1 | i | 1.2
18 | CC[C@H](C)[C@H](NC(=O)c1ccccc1)C(=O)Nc1ccc(S(=O)(=O)Nc2cc(C)nc(C)n2)cc1 | i | -0.2
19 | C#Cc1ccc([C@H]2C=C(C(=O)N3CCOCC3)O[C@@H](OCC)[C@@H]2CCCO)cc1 | i | 0.49
20 | CCOC(=O)c1c(NC(=O)COC(=O)c2nc(Cl)ccc2Cl)sc2c1CCC2 | i | 0.77
21 | CCC(C(=O)OC)n1cnc2c(nnn2-c2ccc(F)cc2)c1=O (stereo not given) | i | -0.1
22 | CCCn1nc(Oc2nc(NCC)nc(NCC)n2)ccc1=O | i | 0.63
23 | CCn1c(-c2ccco2)n[nH]c1=S | i | 0.13
24 | O=C1[C@@H]2C(c3ccccc3Cl)=NO[C@@H]2C(=O)N1Cc1ccccc1 | i | 0.2
25 | O=C(O)C1CCCN1C(=O)C12CC3CC(CC(C3)C1)C2 (stereo not given) | i | 0.25
26 | Cc1ccc(NS(=O)(=O)c2ccc(CCC(=O)N3CCCC3)cc2)cc1 | i | -0.53
27 | CC(C)=CCC/C(C)=C/Cc1c(O)ccc(C(=O)/C=C/c2ccc(O)cc2)c1O | i | 1.5
28 | Cc1ccc(C)c(N2C(=O)c3cc(N4CCOCC4)c([N+](=O)[O-])cc3C2=O)c1 | i | 1.9
29 | O=C(NCCOc1ccc(F)cc1)C1CCC(=O)N(CCN2CCOCC2)C1 (stereo not given) | i | 0.41
30 | CC1=CC(=C(C#N)c2nc3ccccc3s2)C=C(C)N1Cc1ccco1 | i | -0.11

(further entries)
entry | SMILES | KCNQ2 inh | Kir21 inh
31 | COC(c1ccccc1)c1nnc(CCC(=O)N(C)CCCC2CCCC2)o1 (stereo not given) | i | -2.1
32 | CCOC(=O)c1ccc(NC(=O)CN2C(=O)CSC2=O)cc1 | i | -0.01
33 | COc1ccc(C(C(=O)NC2CCCC2)N(Cc2cccnc2)C(=O)c2snc(C(N)=O)c2N)cc1OC (stereo not given) | i | 0.1
34 | Oc1ccc2oc3c(c2c1)CCCC3 | i | -0.01
35 | CC(=O)Nc1cccc(NC(C)=C(C#N)C#N)c1 | i | 0.42
36 | CCSc1nnc(NC(NC(C)=O)(C(F)(F)F)C(F)(F)F)s1 | i | -0.41
37 | Cc1cc(F)ccc1S(=O)(=O)NCC(c1ccc2c(c1)OCO2)N1CCOCC1 (stereo not given) | i | 0.2
38 | CCOc1ccccc1N(CC(=O)NC1CCCCC1)S(C)(=O)=O | i | -1.2
39 | COc1ccc(S(=O)(=O)N/N=C(/C)c2ccc(Cl)cc2)cc1 | i | 2.7
40 | CCN(CC)c1ccc(N)cc1S(=O)(=O)Nc1ccccc1OC | i | -1.2
41 | O=C(CSc1nncs1)N1c2ccccc2Sc2ccccc21 | i | 0
42 | Cc1ccccc1OCCSCc1nc2ccccc2[nH]1 | i | -0.41
43 | COc1ccc(C2=NN(Cc3ccccc3)C3C(=O)NC(=O)C23)cc1 (stereo not given) | i | 1.5
44 | CCOC(=O)Cn1nc(C)c(NC(=O)c2cccc([N+](=O)[O-])c2)c1C | i | -0.02
45 | COc1ccccc1CNC(=O)c1ccc(Cl)c(NC2=NC3CS(=O)(=O)CC3S2)c1 (stereo not given) | i | 0.32
46 | C(=N\N=C\c1ccncc1)/c1ccncc1 | i | 1.2
47 | O=C(C[n+]1cc(Br)cc2ccccc21)c1ccc(F)cc1 | i | 0.01
48 | C[C@H](N)c1nnc(SCC(=O)c2ccc(Cl)cc2)o1 | i | -1.3
49 | COc1ccc2ccccc2c1/C=N/NC(=O)CC1(C)OCCCO1 | i | -0.52
50 | CCCCCC1CCC(C(=O)NCCN2CCOCC2)CC1 (stereo not given) | i | -0.36
51 | NS(=O)(=O)c1ccccc1NC(=S)Nc1ccccc1S(N)(=O)=O | i | 0.98
52 | CC1=NNC(=O)C1CCC(=O)N/N=C(/C)c1ccc([N+](=O)[O-])cc1 (stereo not given) | i | 1.9
53 | CS(=O)(=O)Nc1ccccc1C(=O)Nc1cccc(Cl)c1 | i | 1.8
54 | Oc1cccc2cc3cccc(O)c3c(O)c12 | i | -0.51
55 | CCOC(=O)c1[nH]c2ccc(F)cc2c1NC(=O)c1cc(OC)c(OC)c(OC)c1 | i | 0.18
56 | Cc1ccc(SCC(=O)NCC(C)C)cc1 | i | 0.2
57 | NS(=O)(=O)c1ccc(CCNC(=O)C2COc3ccccc3O2)cc1 (stereo not given) | i | -0.49
58 | O=C(O)c1ccc2c(=O)n(-c3ccc(F)c(Cl)c3)c(=S)[nH]c2c1 | i | 0.28
59 | CC1=C(C)CC(C(=O)NNC(=O)c2ccccc2)C(C(=O)O)C1 (stereo not given) | i | 0.51
60 | CCNC(=S)N/N=C/c1cccc(C)c1 | i | 0.89

Five of the compounds above, screen by screen:
(32) CCOC(=O)c1ccc(NC(=O)CN2C(=O)CSC2=O)cc1
(33) COc1ccc(C(C(=O)NC2CCCC2)N(Cc2cccnc2)C(=O)c2snc(C(N)=O)c2N)cc1OC (stereo not given)
(34) Oc1ccc2oc3c(c2c1)CCCC3
(35) CC(=O)Nc1cccc(NC(C)=C(C#N)C#N)c1
(36) CCSc1nnc(NC(NC(C)=O)(C(F)(F)F)C(F)(F)F)s1

screen / no. | 32 | 33 | 34 | 35 | 36
KCNQ2 inh | i | i | i | i | i
Kir21 inh | -0.01 | 0.1 | -0.01 | 0.42 | -0.41

Further entries:
entry | SMILES | KCNQ2 inh | Kir21 inh
61 | COc1ccc(/C=C(\NC(=O)c2ccccc2)C(=O)N/N=C/c2sccc2C)cc1 | i | 1.5
62 | CNC(=O)c1c(NC(=O)c2ccc(S(=O)(=O)N3CCCc4ccccc43)cc2)sc2c1CCN(C)C2 | i | -1.8
63 | O=C(c1ccc(Cl)cc1)N1CCC(O)(CSc2ccc(Cl)cc2Cl)CC1 | i | 2
64 | CCC(=O)N(CCc1ccccc1C)Cc1cc2cc3c(cc2[nH]c1=O)OCO3 | i | -0.45
65 | O=S(=O)(NCCN1CCCC1)c1ccc(C(F)(F)F)cc1 | i | -0.69
66 | CC(=O)C1=NN(c2ccc(Cl)cc2)C(c2ccc3c(c2)OCO3)N(C(C)=O)N1C (stereo not given) | i | 0.06
67 | N#Cc1cn(Cc2ccccc2)c2ccccc12 | i | 1.2
68 | O=S(=O)(c1ccc(Cl)cc1)N1CCc2ccccc21 | i | -4.7
69 | COCCCn1c(C)nc2c(c1=O)c1nc3ccccc3nc1n2CCc1ccccc1 | i | 0.67
70 | Cc1cc(NC(=O)c2cc3n(n2)C(C(F)(F)F)CC(c2ccc(Cl)c(Cl)c2)N3)no1 (stereo not given) | i | 1.8
71 | Cc1nc(C)c(CC(=O)N/N=C/c2ccc(O)cc2)c(=O)[nH]1 | i | -0.05
72 | CC1(C)CC(=O)C2=C(C1)NCN(Cc1ccc3c(c1)OCO3)C2 | i | 1.2
73 | COc1ccc(C(C)=O)c(Oc2cc(NN3CCCCC3)c([N+](=O)[O-])cc2[N+](=O)[O-])c1 | i | -0.11
74 | COc1cccc2[nH]c3c(N4CCC5(CC4)OCCO5)ncnc3c12 | i | 0.05
75 | Cc1ccc(-c2cc(C(=O)N3CCN(c4ccccc4O)CC3)c3ccccc3n2)cc1 | i | -0.8
76 | COC(=O)c1oc2c(c1C)C(=O)CCC2 | i | -0.64
77 | O=C(COc1cccc2c1CCN(Cc1ccc(Br)cc1)C2=O)N1CCOCC1 | i | 1.3
78 | C=CCSc1cc(C)nc2c(-c3ccc(Cl)cc3)c(C)nn12 | i | -2.6
79 | Cc1ccc(S(=O)(=O)N2CCN(C(=O)CCn3cncn3)CC2)cc1 | i | -1.8
80 | O=S(=O)(Nc1cccc(-c2cn3c(n2)SCC3)c1)c1ccc(F)cc1F | i | -0.68
81 | CN(C)c1nc(SCC(=O)Nc2ccccc2)nc(N2CCOCC2)n1 | i | 0.5
82 | CC(C)(C)NCc1cc2ccccc2[nH]c1=O | i | 3.3
83 | O=C(N1CCCCCC1)N1CCN(C(=O)N2CCCCC2)CC1 | i | -1.4
84 | Cc1ccc(C(=O)C2=C(O)C(=O)N(Cc3cccnc3)C2c2ccc(OC(C)C)cc2)o1 (stereo not given) | i | 0.03
85 | CC1CCN(c2c(NCC3CCC(C(=O)NCCC4=CCCCC4)CC3)c(=O)c2=O)CC1 (stereo not given) | i | 0.72
86 | CC(=O)NC12CC3CC(C1)CC(C(=O)NCc1ccc(C)cc1)(C3)C2 | i | 0
87 | COc1ccc(-c2nnc3sc(-c4ccccn4)nn23)cc1 | i | 0.23
88 | O=C1NCC(COCc2ccccc2)O1 (stereo not given) | i | 2.2
89 | CCN(CC)S(=O)(=O)c1ccc2oc(SCC(=O)NCc3ccccc3)nc2c1 | i | -1.1
90 | CC(C)Cc1ccc(CN2CCCC(NC(=O)c3ccoc3)C2)cc1 (stereo not given) | i | -2.5

Continued:
entry | SMILES | KCNQ2 inh | Kir21 inh
91 | Cc1ccc(C(C(=O)NC2CCCC2)N(Cc2cccnc2)C(=O)c2snc(C(N)=O)c2N)o1 (stereo not given) | i | 0.07
92 | COC(=O)c1c(N2C(=O)[C@H]3[C@@H](C2=O)[C@]2(C(=O)Nc4c(C)cccc42)N2CCC[C@@H]32)sc(C)c1C | i | -0.78
93 | COc1ccc(S(=O)(=O)N2CCC(C(=O)NCC3CCCO3)CC2)cc1Cl (stereo not given) | i | -0.14
94 | COC(=O)c1c(NC(=O)CN2CCN(c3cccc(Cl)c3)CC2)sc(C)c1C | i | 0.76
95 | O=C(OC1CCOC1=O)c1ccc(CO)cc1 (stereo not given) | i | -1.1
96 | Cc1ccc(C(=O)NCC2CCCO2)cc1S(=O)(=O)N1CCCCC1 (stereo not given) | i | 0.27
97 | COc1cccc(C(=O)NNc2nc(C)cc(C)n2)c1 | i | 1.6
98 | O=C(Nc1ccc(F)cc1)C1CCN(C(=O)NCc2ccccc2)CC1 | i | -0.35
99 | CC(C)C(=O)NNC(=O)CC(=O)Nc1ccccc1C(=O)O | i | 0.15
100 | COc1ccc(S(=O)(=O)N(C)c2ccc(C(=O)Nc3ccccc3C(=O)N3CCOCC3)cc2)cc1 | i | 0.35
101 | c1ccc2c(c1)nc1n2CC2CON(C3CCCCC3)C12 (stereo not given) | i | 0.86
102 | CCOC(=O)N1CCN(C(=O)CCN2C(=O)COc3ccccc32)CC1 | i | 0.42
103 | Cc1ccc(S(=O)(=O)c2c(C)cc(C)nc2N2CCOCC2)cc1 | i | -1.4
104 | Cc1cccc(C(=O)NCC(=O)NC(C)CCc2ccccc2)c1 (stereo not given) | i | 1.3
105 | Cc1cnc(C(=O)N2CCCC(N3CCN(c4ccccc4F)CC3)C2)cn1 (stereo not given) | i | 0.36
106 | Cc1ccc(C(=O)c2cc([N+](=O)[O-])ccc2N2CCOCC2)cc1 | i | -2.7
107 | Cc1cc(C)c(C)c(OCCCN(C)C)c1 | i | 1.2
108 | COC(=O)c1cccc(C#CC(NP(=O)(c2ccccc2)c2ccccc2)c2ccccc2)c1 (stereo not given) | -6.3* | -0.54
109 | CC(C)C/C=C1\CCc2c([nH]c3ccccc23)C1=O | i | -0.71
110 | Cc1cc(C)c(C#N)c(SCCN2CCOCC2)n1 | i | -1
111 | O=C(CSc1nnc(CCCOc2ccc(Cl)cc2Cl)o1)Nc1ccc(C(=O)O)cc1 | i | 1.4
112 | Cc1nn(Cc2ccccc2)c(C)c1NC(=O)CCCn1nc([N+](=O)[O-])cc1C | i | 0.37
113 | O=C(c1ccc2c(c1)OCO2)N1CCN(c2ccc(F)cc2)CC1 | i | 3.2
114 | COc1ccc(C(=O)N2CCN(CCc3ccccc3)CC2)cc1[N+](=O)[O-] | i | -0.79
115 | CCn1c(CCCOc2ccc(Cl)cc2Cl)n[nH]c1=S | i | 1.1
116 | CCOc1cnc(C(=O)NNC(=O)C(Br)C(C)C)o1 (stereo not given) | i | 0.14
117 | O=C(CN(c1ccccc1F)S(=O)(=O)c1ccccc1)N1CCCCCC1 | i | -2.1

This is a random part of the collection. Share with any hit: about 1.9%.
